# High-throughput results: PubChem, National Center for Advancing Translational Sciences (NCATS)
# KCNH2 3.1 block: inhibitors of human KCNH2 3.1 potassium channel isoform; U2OS KCNH2 3.1, thallium flux FluxOr; hits give low values; activity change, % (tested at about 1.8 µM); actives 0.95% (n = 340,000); AID 720553;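 active = maximum activity change below -70%; inconclusive = maximum activity change from -70% to -50%; inactive = maximum activity change above -50%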;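 also: thallium influx rate constant from kinetic fluorescence after stimulation buffer; % is scaled to controls: 0 for no effect and ±100 for the full control effect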
#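 U2OS cells transduced with KCNH2 3.1 mutant virus (1.77 x 10^8 /mL, 4 h), plated overnight at 37 C, loaded 45 min with FluxOr dye plus Red40 quencher. Thallium flux rate constant from kinetic reads after stimulation buffer, normalised to controls.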
# S-ASM inh: blocks human secretory acid sphingomyelinase. P17405. placental ASM, HMU-PC fluorogenic substrate, 60 min. Potency, µM (titrated, usually from 57.5 µM), inactives show at the highest dose activity change, negative = inhibition, most hits filed as inhibitors. actives 0.006% (n = 340,000); also: potency is read from the fitted curve at half-maximal effect
#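 Steps: dispense placental human ASM, pin compound, wait 10 min at room temperature, add HMU-PC0 substrate at 9 uM final, incubate 60 min at 37 °C, add stop solution raising pH to 10, read fluorescence.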
# GALK inhibitor: galactokinase (human) inhibition; P51570; Potency, µM (series often up to 57.5 µM), for inactives: at the highest dose activity change, negative = inhibition, hits mostly inhibitors; AID 1868; actives 0.007% (n = 270,000); Purified GALK, Kinase-Glo residual ATP luminescence; also: potency is read from the fitted curve at half-maximal effect; % is scaled to controls: 0 for no effect and ±100 for the full control effect
#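 Galactose (100 uM) and ATP (35 uM) were turned over by 5 nM GALK for 1 h at RT. Kinase-Glo Plus then converted the remaining ATP into a luminescent signal.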
# KCNH2 WT inh: KCNH2 (human, wildtype) channel inhibition; actives 0.37% (n = 340,000); Q12809; activity change, % at 1.84 µM; U2OS, BacMam KCNH2, thallium flux FluxOr; hits give low values;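 active = maximum activity change below -70%; inconclusive = maximum activity change between -70% and -50%; inactive = maximum activity change above -50%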; also: % is scaled to controls: 0 for no effect and ±100 for the full control effect
#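 U2OS cells transduced with wild-type KCNH2 virus are loaded with FluxOr dye for 45 min, and thallium flux is measured in kinetic reads before and after stimulation buffer. Rate constants are normalized to DMSO controls.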
# Coupling enz: coupling enzyme interference in Giardia aldolase counter-screen; coupling enzyme system counterscreen, AmpLite Red fluorescence; activity change, negative = inhibition, % at 58.2 µM, hits read low; actives 0.67% (n = 290,000); AID 2472; in the data active = activity change below about -30%; also: % is scaled to controls: 0 for no effect and ±100 for the full control effect
#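 Activity here indicates interference with the coupling reaction, not aldolase inhibition. Compounds at 57.5 uM final met coupling enzymes for 10 min at RT; substrate and AmpLite Red detection followed, with a 525/598 nm fluorescence read after 20 min.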
# MLL CXXC-DNA inh: inhibitors of human MLL CXXC domain-DNA interaction | Q03164 | MLL-CXXC / FITC-HOXA9 DNA fluorescence polarization | Potency, µM (top dose mostly 115 µM), without a hit: at the highest dose activity change, negative = inhibition, actives largely listed as inhibitors | actives 0.037% (n = 290,000) | AID 2662; active = well fitted inhibition curve with a large enough effect in the polarisation, with a control signal flat, not every such curve was filed as active; inconclusive = small, poorly fitted or top-dose-only effect, or effect the other way, or a change in a side signal; inactive = no such curve, though single readings can be large or run the other way; the % refers to the polarisation; also: potency is read from the fitted curve at half-maximal effect
#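 Steps: dispense CXXC domain solution (7 uM) → pin compounds or unlabeled HOX-A9 DNA control → 5 min ambient → add FLSN-HOX-A9 solution (50 nM) → spin → 30 min ambient → fluorescence polarization. Tris pH 7.5/NaCl/DTT/BSA buffer.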
# AT treatment: potential ataxia-telangiectasia treatments restoring KAP-1 phosphorylation | […] A-T fibroblasts, KAP-1 phosphorylation AlphaLISA; neocarzinostatin DNA damage 30 min before lysis | Potency, µM (doses to about 57.5 µM), inactives show at the top dose activation, most hits filed as activators | actives 0.19% (n = 320,000) | AID 485349; also: potency is read from the fitted curve at half-maximal effect; % of control where 0% means no effect; nearly all actives have a fitted effect of over 45% in size
#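 ATM-like activity read as KAP-1 phosphorylation via AlphaLISA donor/acceptor antibody pairs after lysis and 6 hr at 25C. Cells were ATM-null patient fibroblasts ([…], hTERT), dosed 60 min, then exposed to the DSB inducer NCS for 30 min.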
# a7 integrin act: activates integrin-mediated alleviation for muscular dystrophy; actives 0.064% (n = 350,000); alpha7betagal myoblasts, beta-gal FDG fluorescence, 48 h; Potency, µM (top dose mostly 38.3 µM), inactives show top-dose activation, usual class: activators;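 also: potency is read from the fitted curve at half-maximal effect; 100% = response of the positive control SU9516; nearly all actives have a fitted effect of over 60% in size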
#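 alpha7betagal+/- myoblasts (passage 13, 250/well) treated 48 h at 37C with compounds at 1:260 dilution of DMSO stock. Lysed, then beta-galactosidase activity read as FDG fluorescence (ex 480/em 540) after 30 min, with pre-read for autofluorescence.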
# TRPV1 ag: agonists of human vanilloid receptor 1 (TRPV1); actives 0.19% (n = 320,000); Q8NER1; AID 540275; TRPV1-expressing cells, Fluo-8 calcium influx, agonist mode; activation, % at 8.33 µM; in the data active = activation above about 80%; inconclusive = between about 30% and that limit; also: 0% is about no effect
# Target sequence (Q8NER1 whole entry, looked up): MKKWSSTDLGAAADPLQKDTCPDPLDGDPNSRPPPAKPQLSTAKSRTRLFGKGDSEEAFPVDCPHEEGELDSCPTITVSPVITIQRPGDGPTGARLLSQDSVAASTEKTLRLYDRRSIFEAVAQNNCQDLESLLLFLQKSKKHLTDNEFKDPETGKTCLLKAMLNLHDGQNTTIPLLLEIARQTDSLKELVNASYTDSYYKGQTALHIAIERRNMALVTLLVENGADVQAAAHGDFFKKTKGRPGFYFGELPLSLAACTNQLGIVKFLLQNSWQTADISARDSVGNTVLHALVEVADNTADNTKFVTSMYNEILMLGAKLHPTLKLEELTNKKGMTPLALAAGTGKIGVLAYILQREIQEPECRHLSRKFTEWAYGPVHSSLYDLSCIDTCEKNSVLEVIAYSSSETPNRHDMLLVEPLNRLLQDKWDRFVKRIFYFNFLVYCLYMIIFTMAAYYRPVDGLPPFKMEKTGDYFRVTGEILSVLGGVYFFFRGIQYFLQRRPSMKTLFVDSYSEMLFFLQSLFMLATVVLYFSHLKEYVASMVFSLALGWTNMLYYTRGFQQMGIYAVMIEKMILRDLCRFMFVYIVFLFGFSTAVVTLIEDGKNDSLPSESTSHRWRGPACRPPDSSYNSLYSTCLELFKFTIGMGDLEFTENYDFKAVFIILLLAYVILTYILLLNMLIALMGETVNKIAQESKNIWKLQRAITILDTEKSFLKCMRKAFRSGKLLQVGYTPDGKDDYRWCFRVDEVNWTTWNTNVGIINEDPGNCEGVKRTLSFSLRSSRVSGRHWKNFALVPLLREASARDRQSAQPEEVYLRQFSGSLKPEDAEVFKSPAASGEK
#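 Cells expressing TRPV1 were dye-loaded with Fluo-8 and read kinetically: 10 s baseline, 3 min after compound (agonist portion), then 2 min after EC20 capsaicin (allosteric enhancer portion). Calcium-bound dye fluorescence at 480/520 nm.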
# MBNL1 CUG block: MBNL1-poly(CUG) RNA binding inhibition | Q9NR56 | AID 2675 | TR-FRET MBNL1-His/biotin-(CUG)12 binding, 665/545 ratio | Potency, µM (series often up to 57.5 µM), without a hit: at the highest dose activity change, negative = inhibition, most hits filed as inhibitors | actives 0.036% (n = 280,000); active = well fitted inhibition curve with a large enough effect in the signal ratio, with a control signal flat, not every such curve was filed as active; inconclusive = small, poorly fitted or top-dose-only effect, or effect the other way, or a change in a side signal; inactive = no such curve, though single readings can be large or run the other way; the % refers to the signal ratio; also: potency is read from the fitted curve at half-maximal effect; % is scaled to controls: 0 for no effect and ±100 for the full control effect
#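 Ratiometric TR-FRET (665 over 545 nm, excitation 340 nm) tracks disruption of MBNL1-His/biotin-(CUG)12 complex after 60 min at room temperature, with compounds at 92 nM to 58 uM final.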
# An asterisk follows results filed as active; ? = inconclusive; / = no result given; [ ] = remark or other dose. Unless noted, calls follow the shape of the dose curve; as a rule, active = well fitted curve in the direction sought with a large enough effect; inconclusive = small, poorly fitted or top-dose-only effect, or another doubt; inactive = no such curve, though single readings can be large; an effect the other way counts as inactive or inconclusive.
SMILES,KCNH2 3.1 block,S-ASM inh,GALK inhibitor,KCNH2 WT inh,Coupling enz,MLL CXXC-DNA inh,AT treatment,a7 integrin act,TRPV1 ag,MBNL1 CUG block
COc1cc(C2C(C#N)=C(N)OC3=C2C(=O)CCC3)c([N+](=O)[O-])cc1OC (configuration not stated),-2,4%,2%,0,-28,-7%,-4%,-18%,2,?
CC1CC2(CC(C)(C(=O)CSc3nc4ccccc4s3)OC2=O)C(=O)O1 (configuration not stated),-23,-1%,0%,-11,4,9%,0%,-5%,15,8%
COc1ccccc1-n1cc(C(=O)N2CCCC(CO)(Cc3ccccc3C)C2)cn1 (configuration not stated),0,-2%,1%,-1,-2,-6%,6%,-4%,?,-11%
CC(C)CCNC(=O)C1CCN(S(=O)(=O)c2ccc(-n3cnnn3)cc2)CC1,13,-1%,9%,22,-2,2%,0%,-81%[inhibitor],0,-7%
O=C(CSc1nc2ccccc2n1Cc1ccc(Cl)cc1)N/N=C/c1ccc(C(=O)O)cc1,14,-3%,5%,-1,10,-8%,-5%,13%,7,-6%
O=C(CCSCCc1ccccn1)Nc1ccc(Cl)cn1,17,0%,-1%,-1,-1,17%,8%,-10%,8,-3%
Cn1c2ccccc2c2nnc(SCc3ccc4nonc4c3)nc21,8,4%,-3%,1,5,3%,2%,27%,1,8%
COc1ccc(CC(=O)Nc2ccc(C)cc2O)cc1S(=O)(=O)N1CCOCC1,-16,-1%,/,-13,/,/,-6%,-2%,-5,/
COc1ccc(-n2cc(-c3ccccc3)c3c(N4CCN(CCO)CC4)ncnc32)cc1,2,-2%,?,-3,2,3%,9%,-51%[inhibitor],14,3%
COc1ccc(-c2cc(C(=O)NCc3ccco3)no2)cc1OC,4,-2%,0%,-7,0,2%,4%,-8%,-4,-6%
CC1CCc2c(C(=O)Nc3ccc(OC(F)(F)F)cc3)csc2C1 (configuration not stated),21,-3%,1%,2,-4,-1%,2%,-14%,3,/
O=C(COC(=O)CSc1ccc(Cl)cc1)Nc1ccc2[nH]c(=O)[nH]c2c1,10,8%,/,-1,/,/,-14%,12%,/,/
O=C(NCC1CC1)c1cc(-c2ccccc2)nn1CC1CC(c2cccnc2)=NO1 (configuration not stated),0,3%,/,-14,/,/,/,2%,/,/
COC(=O)c1cc2c(n(Cc3ccccc3)c1=O)CCCC2=O,-10,5%,/,-12,/,/,/,-35%,/,/
Cc1cc(/C=C2\SC(N)=NC2=O)c(C)n1-c1ccc(F)cc1,16,60%[activator],5%,7,-11,41%[activator],0%,1%,-1,30%
CCC1([N+](=O)[O-])COC(c2ccc(C(C)C)cc2)OC1 (configuration not stated),3,-2%,/,1,/,/,/,-31%,/,/
Cc1ccc(S(=O)(=O)NNC(=S)Nc2cccc(C)c2C)cc1,3,-3%,-2%,-17,15,-3%,-15%,14%,-5,-10%
S=c1[nH]cc(-c2ccc(Cl)cc2)n1Cc1ccccc1,4,3%,0%,8,1,39%[activator],3%,18%,-1,/
Cc1cc(C)c(NC(=O)CN(C)C(=O)CNC(=O)c2cccs2)c(C)c1,0,1%,/,-1,/,/,-7%,16%,-1,/
CCCCn1c(N)c(N(CCOC)C(=O)C2CCN(C(=O)c3ccc(F)cc3)CC2)c(=O)[nH]c1=O,-2,5%,/,10,/,/,8%,3%,0,/
O=C(c1cc(S(=O)(=O)NCc2ccco2)ccc1Br)N1CCOCC1,-18,-2%,/,8,/,/,-2%,-3%,-2,/
O=C(CSc1cccc[n+]1[O-])Nc1cccc(Oc2ccccc2)c1,-15,6%,9%,-2,0,-4%,8%,-2%,29,-8%
CCOC(=O)C1=C(c2ccccc2)NC(=O)NC1c1ccc(OC)c(OC)c1 (configuration not stated),10,1%,1%,-2,0,-3%,2%,-4%,0,2%
CC(C)CC(=O)NC(=S)Nc1ccc(N2CCCC2)c(Cl)c1,-1,-1%,4%,-3,-5,-4%,13%,-15%,22,-14%
CCc1noc(C)c1C(=O)Nc1cc(C(F)(F)F)ccc1-n1cncn1,1,0%,/,-2,/,/,-8%,-9%,?,/

# Following part
SMILES,KCNH2 3.1 block,S-ASM inh,GALK inhibitor,KCNH2 WT inh,Coupling enz,MLL CXXC-DNA inh,AT treatment,a7 integrin act,TRPV1 ag,MBNL1 CUG block
COc1ccc(NC2=C(C(C)=O)C(c3ccccc3)C(C(C)=O)C(C)(O)C2)cc1 (configuration not stated),16,-1%,3%,9,3,5%,-11%,17%,?,11%
CCOC(=O)c1cnc2oc3ccccc3n2c1=O,4,3%,8%,-5,-1,-3%,-2%,8%,-3,-3%
CC[C@]12C(=O)N(C)C[C@H]([C@@H]3C(=O)N(C)C(=O)[C@@H]31)N2C(=O)c1ccc(C(C)(C)C)cc1,8,5%,/,-9,/,/,/,0%,/,/
COc1cc2c(cc1OC)C1(Nc3c-2c(-c2ccccc2)nn3-c2ccccc2)C(=O)Nc2ccccc21 (configuration not stated),-1,23%,1%,1,-1,22%,/,24%,4,5%
O=C(N/C=C/n1cnc2cc(C(F)(F)F)ccc21)c1ccccc1,5,-3%,11%,13,0,27%,1%,?,12,0%
CC(C)OC(=O)c1ccc(NC(=O)CSc2nc3ncccc3[nH]2)cc1,2,0%,-1%,-2,-2,3%,2%,-14%,3,-4%
S=C(NCC1CCCCC1)Nc1cccnc1,7,6%,-2%,4,0,1%,-5%,-10%,?,-6%
Cc1cc(OCC(=O)NCCCN2CCCC2=O)c2c(C)cc(=O)oc2c1,-8,-2%,3%,-7,/,-15%,-27%,-9%,?,4%
Nc1ccc2c(c1)COC2=O,1,2%,11%,2,1,1%,5%,0%,1,-4%
COc1cc(C(=O)NCC(=O)OCC(=O)c2ccc[nH]2)cc(OC)c1OC,26,4%,2%,-20,2,6%,-4%,14%,-3,5%
CSCC[C@H](NC(=O)Nc1ccc(Oc2ccccc2)cc1)C(=O)O,-10,1%,-2%,-27,6,-4%,-6%,-3%,-10,-5%
CN(C)S(=O)(=O)c1ccc(C(=O)OCC(=O)NCc2ccco2)cc1,21,0%,0%,3,1,-2%,5%,10%,0,-2%
COc1cc(-c2nc(-c3ccc(Br)o3)no2)cc(OC)c1OC,6,-2%,0%,1,6,4%,3%,-15%,/,16%
CC1CCCCC1NC(=O)CN1C(=O)c2ccccc2S1(=O)=O (configuration not stated),-14,-1%,4%,-11,/,5%,-4%,-7%,0,1%
O=C(NNC(=S)Nc1ccccc1C(F)(F)F)c1ccc(Br)o1,-3,4%,-4%,-13,0,6%,0%,-15%,3,7%
CCN1C(=O)[C@H]2[C@@H](c3ccc(-c4ccc(OC)cc4)cc3)N3CCCC[C@@]3(C(=O)OC)[C@H]2C1=O,15,?,/,-40,/,/,-1%,9%,4,/
Cc1nnc(NC(=O)c2ccccc2-c2ccccc2C(=O)O)s1,7,1%,-1%,-7,0,-18%,4%,7%,5,-6%

# Sorted by SMILES length (low to high): some entries from above
SMILES,KCNH2 3.1 block,S-ASM inh,GALK inhibitor,KCNH2 WT inh,Coupling enz,MLL CXXC-DNA inh,AT treatment,a7 integrin act,TRPV1 ag,MBNL1 CUG block
Nc1ccc2c(c1)COC2=O,1,2%,11%,2,1,1%,5%,0%,1,-4%
S=C(NCC1CCCCC1)Nc1cccnc1,7,6%,-2%,4,0,1%,-5%,-10%,?,-6%
Cc1nnc(NC(=O)c2ccccc2-c2ccccc2C(=O)O)s1,7,1%,-1%,-7,0,-18%,4%,7%,5,-6%
O=C(NNC(=S)Nc1ccccc1C(F)(F)F)c1ccc(Br)o1,-3,4%,-4%,-13,0,6%,0%,-15%,3,7%
O=C(N/C=C/n1cnc2cc(C(F)(F)F)ccc21)c1ccccc1,5,-3%,11%,13,0,27%,1%,?,12,0%
CSCC[C@H](NC(=O)Nc1ccc(Oc2ccccc2)cc1)C(=O)O,-10,1%,-2%,-27,6,-4%,-6%,-3%,-10,-5%
CC[C@]12C(=O)N(C)C[C@H]([C@@H]3C(=O)N(C)C(=O)[C@@H]31)N2C(=O)c1ccc(C(C)(C)C)cc1,8,5%,/,-9,/,/,/,0%,/,/
